RECQ1 inh = inhibitors of human RECQ1 DNA helicase; P46063; RECQ1 DNA unwinding, red fluorescence kinetic read; 240,000 compounds, 0.54% hits; Potency, µM (series often up to 57.3 µM), without a hit: at the top dose activity, negative = inhibition, actives largely listed as inhibitors;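 further: plate controls were vehicle for no effect and no enzyme for full effect; nearly all actives have a fitted effect of over 30% in size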
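50 nM RECQ1T1 preincubated 15 min with compound in Tris pH 8.0 buffer with MgCl2, DTT, Tween-20 and 2.5 ug/ml poly(dI-dC); started with 200 nM TAMRA/BHQ-2 forked duplex and 2 mM ATP. Unwinding read as fluorescence (525/598 nm), two reads 2 h apart.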
HTT cytoprotect = protects HTT-Q103 PC12 cells, measured by ATP. PC12 HTT-Q103 induced, cytoprotection, ATP luminescence, 40 h. Potency, µM (highest dose often 56.4 µM), for inactives: cytoprotection (ATP increase), actives largely listed as activators. 230,000 compounds, 0.14% hits. AID 1471;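 further: % of control where 0% means no effect; nearly all actives have a fitted effect of over 45% in size; toxic huntingtin expression switched on by the ecdysone agonist tebufenozide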
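Huntington model: PC12 line, ecdysone-inducible HTTQ103 exon1–GFP, tebufenozide 100 nM. Test articles in a dose series. Endpoint luminescence from cellular ATP.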
L3MBTL1 block = blocks human L3MBTL1. 230,000 compounds, 0.66% hits. AID 485360. AlphaScreen L3MBTL1–H3K9me1 peptide binding. Q9Y468. Potency, µM (series often up to 57.1 µM), for the others: at the highest dose activity, negative = inhibition, actives largely listed as inhibitors; further: on the % scale 0 is the no-effect control and ±100 the full control effect; nearly all actives have a fitted effect of over 60% in size
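First, the protein-peptide complex forms for 30 min at room temperature (L3MBTL1 50 nM, biotinylated H3K9me1 peptide 75 nM). Next, compounds are pin-transferred and incubated 30 min. Finally, AlphaScreen beads are added and read after 30 min.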
TexasRed fluor = Texas Red fluorescence interference in TRb-SRC2 counter-screen; TRb/SRC2 Texas Red total fluorescence interference; Potency, µM (doses to about 106 µM), for the others: at the highest dose fluorescence change, negative = quenching; 280,000 compounds, 0.29% hits; AID 1479; active means well fitted curve in either direction with a large enough effect; inconclusive means small, poorly fitted or top-dose-only effect; further: on the % scale 0 is the no-effect control and ±100 the full control effect
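Human TRb ligand-binding domain at 0.6 uM with 20 nM Texas Red SRC2 peptide in Tris buffer containing 1 uM T3 and 5% DMSO, incubated with compound 5 h at ambient temperature. Total fluorescence (555/632 nm) calculated as parallel + 2 × perpendicular.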
TRb-SRC2 inh = inhibitors of human thyroid hormone receptor beta-SRC2 interaction | TRbeta-SRC2 peptide binding, fluorescence polarization; receptor liganded with 1 µM T3 | Potency, µM (top dose mostly 106 µM), for the others: at the highest dose activity change, negative = inhibition, actives largely listed as inhibitors | 280,000 compounds, 0.065% hits | AID 1469;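 further: plate controls were bound peptide for no effect and peptide without receptor for full effect; nearly all actives have a fitted effect of over 50% in size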
Target sequence (P10828 whole entry, looked up): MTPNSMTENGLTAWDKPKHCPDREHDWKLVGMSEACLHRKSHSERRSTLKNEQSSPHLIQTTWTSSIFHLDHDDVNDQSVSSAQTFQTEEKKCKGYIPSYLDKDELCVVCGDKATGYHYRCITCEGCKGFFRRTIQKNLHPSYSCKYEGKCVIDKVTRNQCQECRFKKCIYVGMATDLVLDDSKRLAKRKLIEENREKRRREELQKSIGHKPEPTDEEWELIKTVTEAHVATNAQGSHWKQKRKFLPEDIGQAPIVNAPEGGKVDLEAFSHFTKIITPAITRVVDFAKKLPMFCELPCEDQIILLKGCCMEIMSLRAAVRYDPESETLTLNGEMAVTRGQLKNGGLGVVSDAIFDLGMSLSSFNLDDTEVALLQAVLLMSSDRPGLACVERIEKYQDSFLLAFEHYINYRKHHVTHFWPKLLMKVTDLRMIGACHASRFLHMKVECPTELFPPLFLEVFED
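Each compound concentration gave % activity, normalized to unbound and bound Texas Red SRC2 controls, from polarization read after 5 hr ambient incubation with T3-loaded human TRb LBD.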
Tau ThT inhib = tau fibrillization inhibition (ThT binding); recombinant tau K18 P301L, heparin-induced fibrillization, ThT fluorescence; 270,000 compounds, 2.1% hits; Potency, µM (highest dose often 57.4 µM), inactives show at the highest dose activity, negative = inhibition, usual class: inhibitors; further: on the % scale 0 is the no-effect control and ±100 the full control effect; nearly all actives have a fitted effect of over 55% in size
Target sequence (P10636 561-689 P618L limits assumed): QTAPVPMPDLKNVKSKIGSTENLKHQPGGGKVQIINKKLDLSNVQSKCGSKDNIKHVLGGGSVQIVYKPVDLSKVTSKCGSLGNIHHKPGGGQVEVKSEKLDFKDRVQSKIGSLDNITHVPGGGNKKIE
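Tau K18 P301L fragment (15 uM unlabeled plus 0.24 uM Alexa 594-labeled) in 100 mM sodium acetate pH 7 with compound, fibrillization induced by 20 uM heparin for 6 hr at 37 C. Thioflavin T (30 uM) added, fluorescence read after 1 hr (ex 450, em 510 nm).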
Tau fluor counter = counter-screen for tau fibril formation inhibitors; tau K18 P301L (four-repeat tau fragment) Alexa594 fluorescence, heparin fibrillization; Potency, µM (series often up to 57.7 µM), without a hit: top-dose activity change, negative = decrease; 280,000 compounds, 0.93% hits; AID 1463; further: on the % scale 0 is the no-effect control and ±100 the full control effect; nearly all actives have a fitted effect of over 55% in size
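Human K18 P301L tau (15 uM unlabeled plus 0.24 uM Alexa 594-labeled, final) in 100 mM sodium acetate pH 7 was mixed with compound and 20 uM heparin and incubated 6 hr at 37 C.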
Tau fibril FP = inhibitors of human tau fibril formation; K18 P301L tau heparin fibrillization, Alexa594 FP, 6 h; Potency, µM (series often up to 57.7 µM), inactives show at the highest dose activity, negative = inhibition, hits mostly inhibitors; AID 1468; 280,000 compounds, 0.39% hits; P10636; further: on the % scale 0 is the no-effect control and ±100 the full control effect; nearly all actives have a fitted effect of over 55% in size
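K18 P301L tau (15 uM unlabeled/0.24 uM Alexa 594-labeled, final) + compound + heparin 20 uM final; 100 mM NaOAc pH 7; 6 hr 37 C; ThT 30 uM final added, 1 hr RT; FP ex 555/em 632 nm.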
Numbers without * were called inactive; i = inactive; ? = inconclusive; · = not tested or not shown; & = joins results of further samples; [ ] = another dose, or the depositor's remark. Unless noted, the call rests on the fitted dose curve; in most records, active means well fitted curve in the direction sought with a large enough effect; inconclusive means small, poorly fitted or top-dose-only effect, or another doubt; inactive means no such curve, though single readings can be large; an effect the other way counts as inactive or inconclusive. Potency means the concentration at half of the fitted maximal effect. These rows are one share of the data; count on the stated rates, not on these rows.

no.	SMILES	RECQ1 inh	HTT cytoprotect	L3MBTL1 block	TexasRed fluor	TRb-SRC2 inh	Tau ThT inhib	Tau fluor counter	Tau fibril FP
1	Cc1c(Cl)cccc1NC(=O)CN1C(=O)c2ccccc2Sc2ncccc21	·	·	·	-2%	3%	-14%	-3%	7%
2	Cc1cc(C)cc(OCC(=O)O/N=C(\N)c2cccnc2)c1	-6%	30%[10 µM]	19%	-5%	-5%	-18%	-12%	8%
3	O=C1SCC(c2ccc(Cl)cc2Cl)=NN1Cc1nnc(-c2ccccc2)o1	-7%	17%[10 µM]	-4%	-3%[53 µM]	-1%[53 µM]	-2%	-11%	2%
4	S=C(NC1CCCCC1)N(CCc1ccccc1)CCc1ccccc1	-20%	-17%[10 µM]	32%[activator]	1%	-4%	-9%	-22%	-11%
5	CCN(CC)CCNC(=O)c1c(C)n(-c2ccccc2)c2cc(Br)c(OC)cc12	-11%	-86%[inhibitor]	-13%	-2%	-18%	-16%	-14%	-10%
6	CC(=O)/C(=N/Nc1ccccc1Cl)Sc1nnc(C(O)c2ccccc2)n1-c1ccccc1 (stereo unspecified)	-6%	24%[10 µM]	-7%	0%	6%	-15%	1%	0%
7	Cc1nccn1CC(=O)N/N=C/c1cccs1	-2%	-5%[10 µM]	2%	-1%	-3%	-1%	-1%	4%
8	COC(=O)c1ccc(NC(=O)Cn2c(-c3nonc3N)nc3ccccc32)cc1	i	·	-6%	5%&-2%	-3%&0%	-1%&5%	-9%&3%	-6%&4%
9	COc1cccc(-c2cc(C(=O)Nc3cc(C)n(Cc4ccc(Cl)cc4)n3)no2)c1	-1%	-17%[10 µM]	5%	-3%	-18%	-5%	-17%	-5%
10	Cc1c(C(=O)O)sc2nc(CSc3nnc(-c4ccc(F)cc4)n3C)[nH]c(=O)c12	i	-12%	2%[2.29 µM]	2%	8%	5%	3%	-1%
11	CCOc1ccc(NC(=O)CSc2nc(C)c3c(c2C#N)CCCC3)cc1	-2%	3%	0%	-6%	6%	-9%	-14%	-6%
12	CCOC(=O)CN1C(=O)CSc2ccc(S(=O)(=O)N3CCCC3)cc21	0%	4%[10 µM]	·	1%	-3%	·	2%	1%
13	COc1ccc(S(=O)(=O)N(CC(=O)N2CCN(C)CC2)C2CCCCC2)cc1OC	i	21%	·	-3%	-1%	-3%	-3%	-6%
14	Cc1ccccc1C(=O)Oc1ccc(Br)cc1C(=S)N1CCCC1	-14%	10%	-4%	-4%	-1%	-12%	-25%	-16%
15	CNC(=O)c1[nH]cnc1C(=O)Nc1ccccc1C	-4%	10%[10 µM]	-1%	-5%	2%	1%	-8%	-8%
16	Oc1ccc(Br)cc1C=Nc1cccn2cc(-c3ccccc3)nc12	-2%	-102%[inhibitor]	·	-2%	7%	?	-18%	2%
17	O=C(CSc1nc(O)c(Cc2ccccc2)c(=O)[nH]1)Nc1ccccc1	-8%	8%[1.9 µM]	-3%	-1%	-8%	?	-8%	-14%
18	COc1ccc(-n2c(SCC(=O)Nc3cc(C)on3)nc3ccc(O)cc3c2=O)cc1OC	-4%	-15%[10 µM]	?	0%	-5%	-4%	-25%	4%
19	CCOC(=O)c1ccc(NC(=S)N(CCN(C)C)Cc2cccs2)cc1	-4%	-92%[inhibitor]	-17%	-1%	-11%	-2%	-11%	-5%
20	N#Cc1ccc(OCC(=O)N/N=C2\CCc3ccccc32)cc1	-1%	-20%	·	-2%	-10%	?	-15%	-2%
21	COCCCNc1oc(-c2ccc(COc3ccccc3C)o2)nc1C#N	·	·	·	-12%	0%	?	?	?
22	COc1ccccc1CNS(=O)(=O)c1ccc(N2CCCCS2(=O)=O)cc1	·	·	·	1%	-3%	4%	-5%	-7%
23	Cc1ccc(NC(=O)CSc2nc3c([nH]c4ccccc43)c(=O)n2-c2ccccc2)c(C)c1	·	·	·	-5%	-6%	-7%	-18%	8%
24	O=C(COCc1cc(-c2ccc3c(c2)OCO3)on1)N1CCN(c2cccc(C(F)(F)F)c2)CC1	·	·	·	-24%	6%	?	?	-7%
25	CC1CC(=O)C2=C(C1)Nc1nc3ccccc3n1C2c1cccnc1 (stereo unspecified)	i	·	3%	1%	1%	-10%	-6%	-5%
26	Cn1c(CCN2CCCCCC2)nc2cc(NC(=O)Nc3ccccc3)ccc21	-13%	-29%	-9%	-2%	-13%	-10%	16µM*[quencher]	3%
27	COc1nc2ccc(C)cc2cc1-c1noc(-c2ccccc2)n1	1%	-14%	4%	0%	-2%	-11%	-12%	-5%
28	Cc1ccc(-n2c(SCC(=O)Nc3ccc4c(c3)OCCO4)nc3c([nH]c4ccccc43)c2=O)cc1	·	·	·	-2%	8%	7%	-29%	-20%
29	C(=C\c1ccccc1)/CSc1nc2ncccc2[nH]1	-1%	7%[10 µM]	10%	-1%	-1%	2%	-4%	-7%
30	COc1ccc(-c2c(C#N)c(N)nc3c2CCCCCC3)cc1OC	-4%	-15%	·	-1%	-23%	-4%	-7%	-6%
31	O=C(Cc1ccccc1)Nc1cccc([N+](=O)[O-])c1	-3%	-11%	·	-1%	-5%	-5%	-10%	3%
32	Cc1c(C(=O)O)c(-c2ccccc2)nn1-c1ccccc1	-14%	-30%	-26%[11.4 µM]	0%	-28%	-2%	4%	-3%
33	Cc1cc(-c2n[nH]c(=S)n2-c2ccc(F)cc2)nn1C	25%	-8%	-13%	-1%	-4%	-1%	3%	0%
34	COc1ccc(/C=N/Nc2ncnc3scc(-c4ccccc4)c23)cc1OC	i	-23%	·	3%	-11%	-18%	?	0%
35	CCc1ccc(NC(=O)C(=O)N/N=C(\C)CC(=O)NCCOC)cc1	-1%	-18%	·	4%	-2%	-14%	-4%	-5%
36	COc1ccc(C(=O)C2=NN(C(C)=O)CC2c2ccco2)cc1 (stereo unspecified)	-2%	-71%[inhibitor]	·	-4%	7%	-12%	-16%	11%
37	CS(=O)(=O)N(CC(=O)Nc1ccccc1C(=O)N1CCCC1)c1ccc2c(c1)OCO2	-6%	-33%	·	1%	-4%	-4%	1%	6%
38	Cc1cc(N(C(=O)c2ccco2)C(C(=O)NC2CCCCC2)c2ccccc2)ccc1-n1cnnn1 (stereo unspecified)	i	0%	3%	3%	-11%	-4%	-4%	-1%
39	O=C(NCCCN1CCN(c2cccc(Cl)c2)CC1)C1CCC(=O)N1Cc1ccccc1Cl (stereo unspecified)	-4%	-32%	-7%	-1%	-5%	-18%	-10%	6%
40	CCOC(=O)c1c(NC(=S)NC(=O)c2ccc(Cn3cc(Cl)cn3)o2)sc2c1CCCCC2	i	-4%	-2%	4%	-3%	-13%	-16%	-2%
41	O=C(Oc1cccc([N+](=O)[O-])c1)c1cc(-c2ccccc2)nc2ccccc12	i	-23%	-1%	-6%	-4%	?	-17%	12%
42	O=C(NCCCN1CCCC1=O)c1ccc(OC(F)(F)F)cc1	i	-29%	·	-1%	-2%	-5%	3%	6%
43	COc1ccc(-n2c(SCc3nc(-c4ccc(C)cc4)no3)nnc2-c2ccccc2)cc1	·	·	·	-41%	-5%	-16%	-22%	-4%
44	Oc1c(C(Nc2cccc(C(F)(F)F)c2)c2ccncc2)ccc2cccnc12 (stereo unspecified)	i	-144%[inhibitor]	22µM*	-6%	-6%	?	-5%	10%
45	CCn1c(COc2ccc(C)cc2)nnc1SCC(=O)Nc1cc(OC)ccc1OC	-12%	19%	-6%	2%	0%	-16%	-11%	5%
46	C/C(=N\NC(N)=O)c1ccccc1Cl	i	30%[10 µM]	8%	-2%	7%	-3%	-4%	0%
47	S=C(NCc1cccnc1)NCc1cccnc1	-1%	-28%	·	0%	-9%	1%	-3%	4%
48	CC(=O)NC(Cc1ccc(F)cc1)C(=O)N1CCN(C(=O)NCc2ccccc2)CC1 (stereo unspecified)	-8%	28%[10 µM]	4%	-1%	-1%	-3%	-2%	-2%
49	CC(C)[C@H](NC(=O)NC1CCCC1)C(=O)O	-6%	-5%	5%	-2%	-3%	-2%	4%	6%
50	CCOC(=O)CSc1nc2cc3c(cc2c(=O)n1CCCC(=O)NCc1ccc2c(c1)OCO2)OCO3	·	·	·	-3%	-1%	8%	3%	-1%
51	COc1ccc(/C=N/N2CCOCC2)cc1O	-12%	·	9%	2%	-1%	-14%	-12%	-3%
52	Cc1cccc(N2CCN(C(=O)CCNS(=O)(=O)c3ccc4c(c3)CCN4C(=O)C3CC3)CC2C)c1 (stereo unspecified)	·	·	·	-5%	-3%	?	-15%	16%

Full records, quoted from the list:
Listed for COc1ccc(-c2c(C#N)c(N)nc3c2CCCCCC3)cc1OC → RECQ1 inh = -4%; HTT cytoprotect = -15%; L3MBTL1 block = ·; TexasRed fluor = -1%; TRb-SRC2 inh = -23%; Tau ThT inhib = -4%; Tau fluor counter = -7%; Tau fibril FP = -6%
Listed for O=C1SCC(c2ccc(Cl)cc2Cl)=NN1Cc1nnc(-c2ccccc2)o1 → RECQ1 inh = -7%; HTT cytoprotect = 17%[10 µM]; L3MBTL1 block = -4%; TexasRed fluor = -3%[53 µM]; TRb-SRC2 inh = -1%[53 µM]; Tau ThT inhib = -2%; Tau fluor counter = -11%; Tau fibril FP = 2%
Listed for CCOC(=O)CN1C(=O)CSc2ccc(S(=O)(=O)N3CCCC3)cc21 → RECQ1 inh = 0%; HTT cytoprotect = 4%[10 µM]; L3MBTL1 block = ·; TexasRed fluor = 1%; TRb-SRC2 inh = -3%; Tau ThT inhib = ·; Tau fluor counter = 2%; Tau fibril FP = 1%
